West Nile virus CPE – West Nile virus antiviral activity, cell-based, CPE readout (AID 1621) | West Nile virus-infected cells, CPE inhibition; higher % means a stronger effect | one-dose CPE inhibition, % at 10 µM; IC50 in µM for titrated hits | 0.02% of 290,000 active; in the data active = a potency from the dose series; inconclusive = CPE inhibition mostly from about 3.7% at the one dose, without a potency; inactive = the rest, 99 in 100 with CPE inhibition below about 2.2%; also: strong numbers were not always called active
WT yeast gro inh – growth inhibition of WT yeast, mitochondrial fusion screen; mitochondrial fusion phenotypic screen, WT strain; inhibition, % at 10 µM; 2.1% of 190,000 active; AID 1362; in the data active = inhibition above about 58%; tested in S. cerevisiae
T cell HTS – T cell immune modulators affecting CD8 T cell-vesicle binding; 2C CD8+ T cell-vesicle binding, flow cytometry; hits give low values; calls only at 7 µM; 0.068% of 330,000 active; AID 2052;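 active = response, share of CD8 T cells binding vesicles, and their 90th percentile fluorescence all below set limits, cut at about 80% in these data, passing the limit was not always enough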
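System: murine 2C transgenic CD8+ T lymphocytes; also added: QL9-loaded Drosophila micro-vesicles; times: binding 1.5 h at 37 °C; measured by: flow cytometry, PE anti-B7-1 (FL2) versus Alexa647 anti-CD8 (FL8), PFA-fixed; control set: Peptide-free naked vesicles (low) and QL9 vesicles with 0.7% DMSO vehicle (high)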
PhoP inhibition – inhibitors of PhoP regulon expression, primary screen, Salmonella Typhimurium, GFP reporter (AID 1863) | S. Typhimurium PhoP-regulated promoter GFP reporter, 4 h; higher % means a stronger effect | inhibition, % at 50 µM; hits with a dose series show IC50 in µM | 0.16% of 300,000 active;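 active = inhibition over 29.93%, a cutoff 3 SD above the screen mean, later confirmed by dose response; inconclusive = inhibition over 29.93% but no dose response follow-up; inactive = inhibition at most 29.93% or unconfirmed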;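 also: 0% = low Mg2+ inducing control and 100% = high Mg2+ repressing control; strong numbers were not always called active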
bCat nuc transl – alters nuclear translocation of beta-catenin in HeLa cells; nuclear translocation activity, % at 5 µM; immunofluorescence imaging; 0.3% of 190,000 active; AID 1665;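 active = nuclear translocation activity above 50% at 5 µM, with a well cell count of 50 or more; inconclusive = wells under 50 cells across six images, flagged as toxic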;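 also: per-cell ratio of nuclear to cytoplasmic median beta-catenin stain intensity; plate controls were DMSO negative control for no effect and GSK-3 inhibitor IX positive control for full effect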
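Assay system: human HeLa cells, native beta-catenin; doses: 5 µM primary, 0.02–20 µM confirmation; incubation: compound treatment 24 h, 37°C, 5% CO2; technique: fluorescence imaging of beta-catenin antibody stain plus DAPI; measure: % activation, nuclear-to-cytoplasmic median beta-catenin signal ratio per cell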
Myeloid diff MLP – myeloid differentiation induction; ER-HoxA9 myeloid progenitors, lysozyme-GFP differentiation, flow cytometry; calls only at 10 µM; AID 624256; 1% of 360,000 active;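 active = normalized GFP-positive differentiation at or above the plate's own cutoff, the solvent-only control mean plus 3 SD; inconclusive = no clear call, values can overlap the other calls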;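 also: cells exposed to compound for four days before flow analysis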
RSV antiviral HEp-2 – inhibition of RSV-induced cytopathic effect – HEp-2 cells, primary 10 µM value included (AID 2391) | HEp-2 cells, RSV-induced CPE inhibition; higher % means a stronger effect | one-dose CPE inhibition, % at 10 µM; IC50 in µM for titrated hits | 0.13% of 310,000 active; in the data active = a potency from the dose series; inconclusive = CPE inhibition mostly from about 23% at the one dose, without a potency; inactive = the rest, 99 in 100 with CPE inhibition below about 21%; also: strong numbers were not always called active
Large T inhibition – TAg ATPase/helicase activity blockers – biochemical (AID 1903); SV40 large T antigen ATPase/helicase inhibition assay; higher % means a stronger effect; 0.39% of 310,000 active; one-dose inhibition, % at 20 µM; IC50 in µM for titrated hits; in the data active = a potency from the dose series; inconclusive = inhibition mostly from about 32% at the one dose, without a potency; inactive = the rest, 99 in 100 with inhibition below about 32%; also: strong numbers were not always called active
MgcRacGAP inhibition – MgcRacGAP GTPase-activating activity inhibitors, confirmation, biochemical, ADP Hunter fluorescence | 0.6% of 340,000 active | MgcRacGAP-stimulated Rac1 GTP hydrolysis, ADP Hunter fluorescence; higher % means a stronger effect; GST-tagged Rac1 F28L mutant substrate | inhibition, % at 30 µM, or IC50 in µM where a hit was titrated | AID 624330;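 active = first-screen hits whose inhibition reached a set limit at any dose in the follow-up dose series; inconclusive = inhibition above the set first-screen limit but never retested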;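 also: fluorescence reports GDP produced by GAP-driven GTP hydrolysis; strong numbers were not always called active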
WT yeast gro inh mutant strain – second read-out of WT yeast gro inh, no call of its own (marks repeat the call); inhibition, %; mitochondrial fusion phenotypic screen, mutant strain inhibition
bCat nuc transl cell count 5 µM – recorded beside bCat nuc transl, whose call it bears; cell count; measured here: cell count, cytotoxicity flag
T cell HTS vesicle-bound % – second read-out of T cell HTS, no call of its own (marks repeat the call); double positive events, %; measured here: CD8+ vesicle-bound cell fraction;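 binding gate set so that unloaded-vesicle control wells show 10% double positive cells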
Myeloid diff MLP GFP+ MAC1+ % – second read-out of Myeloid diff MLP, no call of its own (marks repeat the call); GFP+ MAC1+ double positive, %; measured here: differentiation confirmed by MAC1 staining
* marks the source's active call; other numbers are inactive results; i = inactive; ? = inconclusive; nt = not tested or not shown. An unsorted share of the library; about 3.6% have a hit in one of these screens.

Sequence of screens – West Nile virus CPE	WT yeast gro inh	WT yeast gro inh mutant strain	T cell HTS	T cell HTS vesicle-bound %	PhoP inhibition	bCat nuc transl	bCat nuc transl cell count 5 µM	Myeloid diff MLP	Myeloid diff MLP GFP+ MAC1+ %	RSV antiviral HEp-2	Large T inhibition	MgcRacGAP inhibition
#1 Cc1cc(CN(C)C(=O)CC2C(=O)NCCN2Cc2ccc(F)c(F)c2)on1 (centres undefined)
    -0.2%	-13	-1	i	50	nt	-0.7	984	i	0.2	-0.1%	nt	-5%
#2 COc1cccc(OCCn2ccnc2)c1
    0.0%	1	-6	i	43	7%	-1.7	1160	i	1.0	-0.3%	2%	8%
#3 CCOC(=O)c1ccc(NC(=O)N2CCN(Cc3ccccc3)CC2)cc1
    -0.7%	9	4	i	62	-6%	-0.1	1480	i	0.1	2.2%	-2%	6%
#4 Cc1ccc(Nc2ccncc2S(N)(=O)=O)cc1
    nt	nt	nt	i	42	nt	nt	nt	i	0.3	0.3%	5%	nt
#5 Clc1ccc(Nc2ncnc3c2cnn3-c2ccccc2)cc1
    -0.4%	5	-6	i	49	30%	0.4	1055	i	1.9	21%	3%	11%
#6 CS(=O)(=O)N(CC(=O)Nc1ccccc1C(=O)NCc1ccco1)c1ccc2c(c1)OCCO2
    2.6%	-4	-7	i	13	-9%	-4.5	1137	i	1.3	0.5%	5%	-4%
#7 Cc1nc2cc(NCc3cc([N+](=O)[O-])ccc3O)ccc2n1Cc1ccccc1
    -0.8%	-2	-1	i	61	-7%	0.8	943	i	0.7	1.6%	14%	13%
#8 Oc1cc2c(cc1O)C(c1ccccc1)CNCC2 (centres undefined)
    0.1%	nt	nt	i	30	-7%	nt	nt	i	0.9	0.4%	11%	6%
#9 CCc1cccc(CC)c1NC(=S)NCC(c1cccnc1)N(C)C (centres undefined)
    -0.2%	-5	-7	i	41	9%	-0.2	1112	i	0.4	-0.8%	6%	15%
#10 Cn1c(COc2ccc3ccccc3c2)nnc1SCC(=O)O
    -0.1%	0	-6	i	14	1%	-2.0	898	i	0.5	1.3%	-1%	8%
#11 CCOC(=O)c1ccc(OCCOc2cccc(C)c2)cc1
    -0.3%	nt	nt	i	55	9%	nt	nt	i	0.8	2.7%	20%	3%
#12 Cc1ccc(CN2CCN(CC(=O)N3CCC(C(N)=O)CC3)C2=O)cc1
    1.5%	17	12	i	35	nt	nt	nt	i	1.9	1.9%	nt	-8%
#13 O=C(NCc1cccs1)C1CCC(CNS(=O)(=O)c2ccc(Br)s2)CC1 (centres undefined)
    -0.1%	-6	-2	i	16	11%	nt	nt	i	0.9	0.4%	13%	7%
#14 CC1(C)NC(=O)N(CC(=O)N2CCN(S(=O)(=O)c3ccccc3C(F)(F)F)CC2)C1=O
    nt	nt	nt	i	33	nt	nt	nt	i	0.6	-0.1%	nt	4%
#15 N#Cc1cc(S(=O)(=O)c2ccc(F)cc2)c(N)[nH]c1=O
    0.8%	3	5	i	57	-9%	-1.2	917	i	0.1	0.7%	0%	1%
#16 CC(=O)C1=C(O)CCC1=NCCc1ccccc1
    1.3%	-7	-5	i	39	7%	0.2	1060	i	6.1	3.4%	-3%	6%
#17 CCN(CC)c1cc(CS(=O)c2ccccc2)nc(-c2ccccc2)n1 (centres undefined)
    -0.5%	nt	nt	i	30	nt	nt	nt	i	0.8	1.9%	nt	2%
#18 Cc1c(C(=O)N2c3ccccc3Sc3ccccc32)cccc1[N+](=O)[O-]
    -0.2%	35	10	i	17	20%	-0.6	1057	i	0.4	1.5%	0%	4%
#19 COc1ccc(C(=O)Nc2cccc(OC(=O)c3ccc(C)c(C)c3)c2)cc1
    nt	25	16	i	45	-10%	-0.3	1361	i	2.5	0.9%	3%	-7%
#20 COc1cc(NC(=O)COc2cccc3c2OC(C)(C)C3)cc(OC)c1OC
    nt	nt	nt	i	37	nt	nt	nt	i	0.9	1.1%	nt	8%
#21 COC(=O)c1c(C)n(-c2ccc(C)cc2)c2ccc(O)cc12
    2.5%	1	20	i	23	4%	nt	nt	i	3.8	-1.3%	6%	0%
#22 CC(=O)Nc1nc(CC(C)C)cc2c1c(=O)oc1ccccc12
    -0.1%	10	14	i	4	-2%	nt	nt	i	0.3	-0.4%	5%	7%
#23 CCCCSc1nc(C)c(CC(=O)OC)c(=O)[nH]1
    0.0%	-12	0	i	20	-3%	-4.0	826	i	0.4	3.2%	-1%	3%
#24 C=C(C)CN=c1scc(C)n1/N=C/c1ccco1
    -0.5%	-1	6	i	18	11%	0.9	1131	i	0.6	-0.8%	26%	1%
#25 COc1ccccc1NC(=O)/C=C/C(=O)O
    -0.2%	1	8	i	40	5%	-5.9	1100	i	1.4	2.4%	1%	-7%
#26 COc1ccc(C)cc1Nc1nnc(C)c(=O)[nH]1
    0.2%	0	0	i	34	-8%	-0.7	1124	i	0.2	1.2%	7%	2%
#27 Cc1ccc(S(=O)(=O)NCCS(=O)(=O)N2CCN(c3ccccc3)CC2)cc1
    -0.7%	nt	nt	i	18	1%	nt	nt	?	nt	7.0%	5%	-3%
#28 CC1(C)Cc2cccc(OCC(=O)OCC(=O)NCc3ccc(F)cc3)c2O1
    nt	nt	nt	i	30	0%	nt	nt	i	0.5	2.2%	8%	6%
#29 Cc1cc(C=C(C#N)C#N)c(C)n1-c1ccccc1
    -0.2%	7	-6	i	40	9%	-1.1	1458	i	0.5	1.1%	9%	9%
#30 N#CCCN(C(=O)COc1ccc(C#N)cc1)c1ccc(F)cc1
    1.3%	2	-1	i	2	6%	-1.8	1114	i	1.3	-0.2%	10%	1%
#31 COC(=O)c1ccccc1NC(=S)NC(=O)COc1ccc(C)cc1
    -0.1%	nt	nt	i	35	nt	nt	nt	i	1.0	2.4%	nt	17%
#32 O=C1c2cccc(OCC(=O)N3CCCc4ccccc43)c2CCN1Cc1ccc(Br)cc1
    2.1%	40	-13	i	26	26%	2.3	1060	nt	nt	?	0%	3%
#33 CC1=CC2(C#N)C3(N=C(N)C2(C#N)C(c2ccccc2)N1)OCCO3 (centres undefined)
    0.2%	10	25	nt	nt	-10%	-2.1	1119	i	0.7	nt	8%	4%
#34 COc1ccc(-c2nnc(Nc3nc4c(OC)cccc4s3)o2)cc1
    nt	26	36	i	23	-15%	-1.1	1078	?	nt	-1.8%	7%	6%
#35 Cc1nn(Cc2ccccc2Cl)c2sc(C(=O)NC(C)(C)C)cc12
    -0.6%	5	22	i	34	1%	-3.2	1177	i	2.2	32%	6%	11%
#36 CCOC(=O)c1sc(=S)n(C)c1NC(=O)c1ccc(F)cc1
    -0.4%	8	9	i	36	1%	2.0	1031	?	nt	1.6%	7%	8%
#37 NC(=O)COC(=O)CCCc1nc2ccccc2s1
    0.3%	9	27	i	33	-4%	-12	1184	i	0.7	0.7%	1%	7%
#38 Cc1c(C(=O)NC2CCCCC2)oc2ccc(F)cc12
    0.0%	nt	nt	i	38	4%	nt	nt	i	2.1	2.8%	8%	-8%
#39 O=C(NCCc1cn2ccccc2n1)c1ccc(Br)o1
    -0.3%	-3	1	i	42	4%	-0.6	1019	i	3.4	0.5%	4%	-3%
#40 CCNc1ccc([N+](=O)[O-])cc1
    -0.2%	nt	nt	i	34	-2%	3.3	1302	i	0.6	3.0%	10%	12%
#41 COCCn1c(=O)[nH]c2cc(C(=O)NCCc3ccc(OC)c(OC)c3)ccc2c1=O
    0.0%	3	-19	i	22	-13%	-0.4	1429	i	0.1	0.2%	5%	2%
#42 O=C(CC(NCc1ccccn1)C(=O)O)Nc1ccccc1Cl (centres undefined)
    -0.1%	-12	-2	i	53	-6%	-0.9	1066	i	0.1	-1.3%	16%	-5%
#43 O=C(NNC(=O)c1ccccc1[N+](=O)[O-])c1ccc(NC(=O)c2ccccc2)cc1
    -0.1%	nt	nt	i	64	2%	nt	nt	i	8.1	0.9%	12%	12%
#44 CC1=CC(C)(C)N2C(=O)C3(C(C#N)=C(N)Oc4cc(C)oc(=O)c43)c3cccc1c32 (centres undefined)
    0.1%	-11	4	i	36	-11%	nt	nt	i	0.3	0.5%	2%	6%
#45 O=C(Oc1ccc(C(=S)N2CCOCC2)cc1)c1cc([N+](=O)[O-])cc([N+](=O)[O-])c1
    1.1%	nt	nt	i	20	2%	nt	nt	i	0.6	1.3%	13%	23%
#46 COc1ccc2oc(C(=O)OCC(=O)Nc3ccc(C(=O)N(C)C)cc3)c(C)c2c1
    -0.6%	nt	nt	i	34	-3%	nt	nt	i	1.7	2.5%	11%	6%
#47 Cc1cc(Cl)c(O)c(-n2nc3ccccc3n2)c1
    -0.2%	nt	nt	i	50	-9%	-0.8	1122	i	0.2	0.5%	24%	13%

High-throughput results (PubChem)
